Source: PubChem (National Center for Advancing Translational Sciences (NCATS))
Sm TGR block: qHTS Assay for the Inhibitors of Schistosoma Mansoni Peroxiredoxins; purified TGR, DTNB reduction, TNB absorbance 405 nm; Potency, µM (top dose mostly 114 µM), for the others: at the top dose activity change, negative = inhibition, most hits filed as inhibitors; 360,000 compounds, 3% hits; further: potency means the concentration at half of the fitted maximal effect; nearly all actives have a fitted effect of over 60% in size
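First, TGR (20 nM dispensed) and NADPH were mixed with compound. Second, a 15 min room-temperature incubation followed. Third, further NADPH and then DTNB were added to start the reaction. Finally, TNB absorbance was monitored kinetically.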
AmpC inh detg: qHTS Inhibitors of AmpC Beta-Lactamase (assay with detergent); Potency, µM (highest dose often 114 µM), for the others: at the top dose activity change, negative = inhibition, actives largely listed as inhibitors; AmpC hydrolysis of nitrocefin, absorbance 480 nm, 0.01% Triton; 370,000 compounds, 0.041% hits; P00811;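 further: potency means the concentration at half of the fitted maximal effect; 0% = no-compound wells and -100% = no-enzyme wells; nearly all actives have a fitted effect of over 25% in size; some results filed as inactive show a strong effect at the top dose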
Target sequence (P00811 whole entry, looked up): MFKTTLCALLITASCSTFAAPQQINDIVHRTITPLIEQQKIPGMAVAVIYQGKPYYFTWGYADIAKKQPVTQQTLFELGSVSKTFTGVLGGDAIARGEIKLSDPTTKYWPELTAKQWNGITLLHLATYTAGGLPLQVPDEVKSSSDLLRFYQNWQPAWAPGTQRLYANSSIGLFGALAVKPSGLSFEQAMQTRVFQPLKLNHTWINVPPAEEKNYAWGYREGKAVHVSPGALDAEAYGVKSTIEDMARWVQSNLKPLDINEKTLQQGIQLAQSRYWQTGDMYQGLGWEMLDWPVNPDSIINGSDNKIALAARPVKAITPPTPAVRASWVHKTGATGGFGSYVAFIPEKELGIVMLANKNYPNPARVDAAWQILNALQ
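AmpC (5.3 nM in the dispensed reagent) in 20 mM phosphate pH 7.0 with 0.01% (detergent screen) or 0.0001% Triton X-100 was preincubated with compounds for 15 min at room temperature. Nitrocefin was then added from an 800 uM solution, and hydrolysis was followed at 480 nm.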
HCMV antiviral: qHTS Assay for inhibitors of the human cytomegalovirus (HCMV). HFF cells, HCMV-luciferase reporter, 72 h; stronger effect = lower value. activity change, negative = inhibition, % at 57.5 µM. 410,000 compounds, 4.5% hits; in the data active means activity change below about -60%; inconclusive means no clear call, values can overlap the other calls; inactive means above about -39%
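Human foreskin fibroblasts infected with luciferase-reporter HCMV at MOI 1 PFU/cell, compounds at two doses. Luciferase measured 72 h post infection; normalized to buffer-only basal and Salinomycin (10uM) controls.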
* = called active by the depositor; ? = inconclusive; nt = not tested or not shown. Unless noted, the call rests on the fitted dose curve; in most records, active means well fitted curve in the direction sought with a large enough effect; inconclusive means small, poorly fitted or top-dose-only effect, or another doubt; inactive means no such curve, though single readings can be large; an effect the other way counts as inactive or inconclusive. Unless noted, on the % scale 0 is the no-effect control and ±100 the full control effect.

SMILES	AmpC inh detg	Sm TGR block	HCMV antiviral
CC(=O)N[C@H](C(=O)N[C@@H](C)C(=O)N[C@H](C#N)CC(=O)O)C(C)C	-7%	-6%	nt
CCc1ccc(-c2cn3c(n2)sc2cc(C(=O)NCCc4ccc(OC)cc4OC)ccc23)cc1	17%	0%	nt
COc1ccc(-c2cn3c(n2)sc2cc(C(=O)NCCc4ccccc4)ccc23)cc1	0%	-10%	nt
CCOC(=O)C1=C[C@@H](C(C)(C)C)N(S(=O)(=O)c2ccc([N+](=O)[O-])cc2)[C@H]1c1ccccc1Cl	nt	nt	?
COc1ccc(-c2ccc3c(n2)CCCN3S(=O)(=O)c2ccc(C#N)cc2)cc1	nt	nt	-29
Clc1cccc(Nc2cc3c(cn2)ncn3Cc2ccco2)c1	nt	nt	29
Cc1nc(SCc2nc3ccccc3[nH]2)c2oc3cc(Br)ccc3c2n1	nt	nt	-24
Cc1ccc2nc(-c3ccc(CN4CCC(n5cc(-c6ccccc6)[nH]c5=O)CC4)cc3)c(-c3ccccc3)nc2c1	nt	nt	31

SMILES	AmpC inh detg	Sm TGR block	HCMV antiviral
CCCC(c1nnnn1C1CCCCC1)N1C(=O)C(=O)c2ccccc21 (stereo unspecified)	nt	nt	-17
CC(=O)Nc1ccc(-c2nccc3[nH]nc(-c4cccc(C(F)(F)F)c4)c23)cc1	nt	nt	-102*
CCC[C@H]1[C@@H](NS(=O)(=O)c2ccc(OC)cc2)CC[C@@]23CCCN2C(=O)CCC[C@@H]13	nt	nt	-25
CCCCCCCCCCCCNC[C@@H]1CSCCS(=O)(=O)N1	nt	nt	12
O=C(c1ccc(F)cc1)N1c2ccccc2-n2c(nc3ccccc32)C1CCc1ccccc1 (stereo unspecified)	nt	nt	?
O=[N+]([O-])c1ccc(COc2cccc(CO)c2)cc1	nt	nt	51
COc1ccc(CN2C(=O)C(n3ccc4ccccc43)c3cccc(F)c32)cc1 (stereo unspecified)	nt	nt	-72*
C[C@@H]1CN([C@@H](C)CO)C(=O)CCCn2cc(nn2)CO[C@H]1CN(C)C(=O)c1ccccc1	nt	nt	-4

SMILES	AmpC inh detg	Sm TGR block	HCMV antiviral
Cc1occc1C(=O)N/N=C/c1ccc(-c2cccc([N+](=O)[O-])c2)o1	nt	nt	5
CC(C)(C)S(=O)(=O)N1C[C@@H]2CC(=O)C(CCO)=C2[C@H]1CCO	nt	nt	20
NC(=O)C12NC(Cc3ccccc31)c1ccccc12 (stereo unspecified)	nt	nt	24
C[C@@H]1CCCCO[C@@H](CN(C)CC2CCCCC2)[C@@H](C)CN([C@H](C)CO)C(=O)c2cc(NC(=O)Nc3ccc4c(c3)OCO4)ccc2O1	nt	nt	9
O=C(NCc1ccc(F)c(F)c1)c1cnc(N2CCN(CCc3ccccc3)C2=O)o1	nt	nt	3
Cc1ccc(C2NC(=O)c3n[nH]c(C(C)C)c32)cc1 (stereo unspecified)	nt	nt	?
CCOc1ccc(N2C(=O)C(c3nnnn3C(C)(C)C)N(Cc3ccc(OC)c(OC)c3)C2=O)cc1 (stereo unspecified)	nt	nt	-6
Nc1cc2ccccc2cc1NS(=O)(=O)N1CCCCC1	nt	nt	4

SMILES	AmpC inh detg	Sm TGR block	HCMV antiviral
O=C1Nc2c(Cl)cc(Cl)cc2C12Nc1ccccc1S2 (stereo unspecified)	nt	nt	-22
Cn1nc(Cc2cccc3ccccc23)c(C#N)c1N	nt	nt	-15
CCCCCNC(=O)C1(C)CCc2nc3cc(C)c(C)cc3n21 (stereo unspecified)	nt	nt	-11
O=C(NCc1ccco1)C1=CN2CCN(Cc3ccccc3)C(=O)N=C2O1	nt	nt	0
CCN(C)C(=O)C1=CN2CCN(Cc3ccccc3C(F)(F)F)C(=O)N=C2O1	nt	nt	14
Cc1nc(SCc2nc3ccc(C(F)(F)F)cc3[nH]2)c2oc3ccccc3c2n1	nt	nt	3
CNC[C@@H]1OCc2ccccc2-c2c(n(C)c3ccccc23)C(=O)N([C@@H](C)CO)C[C@@H]1C	nt	nt	-11
C[C@@H]1CN(S(=O)(=O)C(C)(C)C)[C@@H](CCO)/C1=C\CCO	nt	nt	-9

SMILES	AmpC inh detg	Sm TGR block	HCMV antiviral
COC(=O)C1(O)CC(c2ccccc2)C(C(=O)c2ccccc2)N1c1ccc(F)cc1 (stereo unspecified)	nt	nt	-30
O=C(CN1CCOCC1)N1CC(=O)N2[C@@H](CO)[C@H](c3ccc(Br)cc3)[C@@H]2C1	nt	nt	-2
Cn1c(=O)oc2ccc(S(=O)(=O)Nc3ccc(Cl)cc3[N+](=O)[O-])cc21	nt	nt	-62*
O=C1CC(c2ccccc2)CC2=C1C1(CCCC1)N=C(Nc1nc3ccccc3o1)N2 (stereo unspecified)	nt	nt	33
Fc1cccc(-c2cc3cnc(Nc4ccc(C(F)(F)F)cc4)cc3[nH]2)c1	nt	nt	-7
CN(C)CCCCCCN(C)C	nt	nt	-6
CCCCNC(=O)c1nc2ccccc2nc1-c1cccc(OC(F)(F)F)c1	nt	nt	50
COC(=O)[C@]12C[C@H](CC(=O)N3CCOCC3)C(=O)N(Cc3ccc4c(c3)OCO4)C1=C[C@H](C(C)(C)C)O[C@@H]2C	nt	nt	38

SMILES	AmpC inh detg	Sm TGR block	HCMV antiviral
OC(c1ccccc1)C1(c2ccccc2)CCN(Cc2ccccc2)CC1 (stereo unspecified)	nt	nt	?
CCCCCCCCCCCCN1CCSCCS1(=O)=O	nt	nt	-14
O=C(Nc1cccc(OC(F)(F)F)c1)c1cnc(N2CCN(Cc3cccc(C(F)(F)F)c3)C2=O)o1	nt	nt	-10
COc1ccc(CN2C(=O)C(n3c(C)ccc3C)c3cc(F)ccc32)cc1 (stereo unspecified)	nt	nt	-22
CN(C)CCCN1c2ccc([N+](=O)[O-])cc2CCc2cc([N+](=O)[O-])ccc21	nt	nt	7
C[C@H](O)[C@@H]1CN2CCc3ccc(-c4ccc5c(c4)OCO5)cc3[C@@H]2C[C@@H]1N(C)C(=O)C1CCCCC1	nt	nt	?
CCOC(=O)c1cccn1C1C(=O)N(Cc2ccc(C(C)C)cc2)c2ccc(Cl)cc21 (stereo unspecified)	nt	nt	-12
CN1OC(C)(CC(=O)Nc2ccccc2)N=C1c1ccccc1 (stereo unspecified)	nt	nt	-27

Looked up above.
For HCMV antiviral, O=C(Nc1cccc(OC(F)(F)F)c1)c1cnc(N2CCN(Cc3cccc(C(F)(F)F)c3)C2=O)o1 is entered as -10
For HCMV antiviral, COc1ccc(CN2C(=O)C(n3c(C)ccc3C)c3cc(F)ccc32)cc1 (stereo unspecified) is entered as -22

The list continues:
SMILES	AmpC inh detg	Sm TGR block	HCMV antiviral
Cc1ccc(-c2cc(NC(=O)Cc3c(C)[nH]c4ccccc34)ccc2Nc2cccnc2)cc1	nt	nt	3
C[C@@H]1ON(C)[C@H]2C[C@H]3c4[nH]c5cccc(-c6ccc7c(c6)OCO7)c5c4CCN3C(=O)[C@@H]12	nt	nt	-13
CCCCNc1ccc2c(c1)OC[C@@H](CC(C)C)NS2(=O)=O	nt	nt	5
CCC[C@H]1[C@@H](NC(=O)Nc2ccc(C#N)cc2)CC[C@@]23CCCN2C(=O)CCC[C@@H]13	nt	nt	-15
CCC[C@H]1[C@@H](NC(=O)NCc2ccco2)CC[C@@]23CCCN2C(=O)CCC[C@@H]13	nt	nt	-22
C=CCN1C[C@@H](COCc2ccccc2)OCCS1(=O)=O	nt	nt	-14
COc1ccc(C(=O)N2CCn3c(nnc3C(=O)N3CCCCC3)C2)cc1	nt	nt	8
O=C(NCCN1CCCC1)[C@@H]1[C@@H](CO)[C@@H]2Cn3c(cccc3=O)[C@@H]2N1C(=O)c1ccccc1	nt	nt	30

SMILES	AmpC inh detg	Sm TGR block	HCMV antiviral
COC(=O)[C@@H]1[C@@H](CO)[C@@H]2Cn3c(ccc(Br)c3=O)[C@H]1N2C(=O)Cc1ccccn1	nt	nt	4
CCCCC(CC)COC(=O)/C=C/c1ccc(OC)cc1 (stereo unspecified)	nt	nt	-17
CC(C)C(=O)Nc1ccc(C=C2C=Cc3ccccc32)cc1	nt	nt	48
CC(=O)C(C(=O)Nc1c(C)cccc1C)N(Cc1ccco1)C(=O)C(=O)c1ccccc1 (stereo unspecified)	nt	nt	-12
COCc1cc(N2CCNC[C@@H]2C)ccc1N1CCS(=O)(=O)CC1	nt	nt	28
Cc1ccc(C)n1C1C(=O)N(Cc2ccc(C(F)(F)F)cc2)c2ccc(Cl)cc21 (stereo unspecified)	nt	nt	-4
COc1ccc(C#Cc2c(-c3ccccc3OC)oc3ccccc23)cc1	nt	nt	-10
COc1ccc2nc(-c3nc4ccccc4[nH]3)c(C)nc2c1	nt	nt	17

SMILES	AmpC inh detg	Sm TGR block	HCMV antiviral
COC(=O)c1ccc2nc(C3CCCCC3)c(Cc3ccccc3OC)n2c1	nt	nt	26
C[C@@H]1CN([C@H](C)CO)C(=O)c2cc(NS(=O)(=O)c3ccccc3)ccc2O[C@@H](C)CCCCO[C@@H]1CN(C)Cc1ccccc1	nt	nt	-18
OCC1COC(c2ccccc2)=N1 (stereo unspecified)	nt	nt	69
O=S1(=O)c2ccc(Br)cc2OC2CCCC[C@@H]2N1Cc1ccccc1 (stereo partly specified)	nt	nt	9
COC(=O)[C@@]1(Sc2ccc(OC)cc2)CC(=O)N(c2ccc(OC)cc2C)[C@@H]1c1ccc(OC(C)C)c(OC)c1	nt	nt	11
Cc1cc(NN=Cc2ccccn2)nc2ccccc12	nt	nt	-100*
O=C(C#Cc1ccccc1)N[C@H]1CC[C@@]23CCCN2C(=O)CCC[C@H]3[C@H]1Cc1ccccc1	nt	nt	?
CCCC(=O)OC[C@H]1CN(C2CCCC2)S(=O)(=O)c2c(Oc3ccccc3)cccc2O1	nt	nt	23

Some of the entries above, reformatted.
> CCc1ccc(-c2cn3c(n2)sc2cc(C(=O)NCCc4ccc(OC)cc4OC)ccc23)cc1
  AmpC inh detg = 17%; Sm TGR block = 0%; HCMV antiviral = nt
> COc1ccc(-c2cn3c(n2)sc2cc(C(=O)NCCc4ccccc4)ccc23)cc1
  AmpC inh detg = 0%; Sm TGR block = -10%; HCMV antiviral = nt

Next section:
SMILES	AmpC inh detg	Sm TGR block	HCMV antiviral
O=C(CS(=O)(=O)c1ccccc1)CS(=O)(=O)c1ccccc1	nt	nt	66
Cc1ccccc1C(O)c1nnc(Nc2ccc(Oc3ccccc3)cc2)s1 (stereo unspecified)	nt	nt	-2
O=C(Nc1cc(F)ccc1F)N1C[C@H]2[C@@H](c3ccccc31)[C@H](CO)N2C(=O)c1ccccc1	nt	nt	42
COc1ccc2c(c1)CCC(=O)C(C)CCO2 (stereo unspecified)	nt	nt	4
Cc1ccc(Cc2c(-c3cccc(Br)c3)nc3c4ccccc4ccn23)cc1	nt	nt	79
CCCC(=O)OC[C@H]1CN([C@H](C)c2ccccc2)S(=O)(=O)c2c(F)cccc2O1	nt	nt	-3
CC(C)C[C@H]1COc2cc(Br)ccc2S(=O)(=O)N1Cc1cccc(Cl)c1	nt	nt	34
CCCCOCC1CN(CCCC)S(=O)(=O)c2c(cccc2N2CCCC2)O1 (stereo unspecified)	nt	nt	-32

SMILES	AmpC inh detg	Sm TGR block	HCMV antiviral
CCN1[C@@H]2c3ccc(-c4ccc(OC)cc4)c(=O)n3C[C@@H]2[C@@H](CO)[C@@H]1C(=O)NCCN1CCCCC1	nt	nt	10
COc1cccc(C=NNC(=S)NC2CC3CCC2C3)c1O (stereo unspecified)	nt	nt	?
Cc1cccc(C)c1NC(=O)C(C(C)C)N1C(=O)C(=O)c2ccccc21 (stereo unspecified)	nt	nt	33
CCOC(=O)C(Nc1ccccc1NC(=O)OC(C)(C)C)C(=O)Nc1c(C)cccc1C (stereo unspecified)	nt	nt	-8
COc1ccc(N(Cc2nc3ccccc3[nH]2)Cc2nnnn2-c2c(C)cccc2C)cc1	nt	nt	28
COc1ccc(S[C@]2(C(=O)N3CCCC3)CC(=O)N(c3ccc(OC)cc3)[C@@H]2c2ccc(OC)cc2)cc1	nt	nt	-1
Cn1c(=O)c(N=O)c(N)n(Cc2ccccc2)c1=S	nt	nt	-14
CC(C)(C(=O)NCc1ccccc1)n1cc(NC(=O)c2ccc3c(c2)OCO3)cn1	nt	nt	52

SMILES	AmpC inh detg	Sm TGR block	HCMV antiviral
COCC(=O)N1[C@@H]2Cn3c(ccc(Br)c3=O)[C@H]1[C@@H](C(=O)OC)[C@@H]2CO	nt	nt	-8
COc1ccccc1Cc1c(-c2ccc(Cl)cc2)nc2ccc(C)cn12	nt	nt	60
COc1ccccc1-c1cc2c(Nc3cc(OC)c(OC)c(OC)c3)nccc2n1C	nt	nt	-39
CC(=O)N1CC(=O)N2[C@@H](CO)[C@H](c3ccc(Br)cc3)[C@@H]2C1	nt	nt	-35
Cc1cc(Br)cn2c(Cc3cccc(Cl)c3)c(C3CCCCC3)nc12	nt	nt	10
CCc1cc(OC)c(CCN)cc1OC	nt	nt	?

Only part of the results is shown; rates above refer to the full screens.
